Bioassay records from PubChem.
HSF1 activator: increases HSF-1 driven luciferase reporter signal | NIH3T3-HGL HSF-1 luciferase reporter, MG132, 8 h; 100% = twice DMSO control signal | AID 504408 | activation, % at 9 µM | 300,000 compounds, 1.7% hits;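 active = mean replicate activation of at least 50% with a set share of replicates each reaching 50%; inconclusive = only one of those two conditions met; inactive = mean below 50% and too few replicates reaching it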;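 note: 0% = median of the neutral control wells and 100% = twice that signal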
HIF act: HIF pathway transcriptional activation; U2OS HRE-luciferase reporter, luminescence; normalized: DMSO 0%, desferrioxamine 100%; AID 1910; 300,000 compounds, 0.32% hits; activation, % at 7.5 µM (by protocol);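 active = mean activation of at least 10% of the iron chelator positive control signal, with at least half of replicates also reaching 10%; inconclusive = mean and replicate majority disagree about reaching 10%; inactive = mean and most replicates under 10%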
KLF5 inh: suppresses KLF5 promoter-driven expression. DLD-1 KLF5 promoter-luciferase reporter, luminescence. inhibition, % at 5 µM. 290,000 compounds, 0.23% hits. AID 1700;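 active = inhibition above a per-plate limit of that plate's mean compound inhibition plus 3 SD, cut at about 60% in these data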;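 note: 0% = DMSO wells and 100% = LY294002 at 200 µM; higher means less KLF5 promoter-driven luciferase light; inactives centre near -14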
AI-2 QS mod: Vibrio harveyi AI-2 quorum sensing modulation; Vibrio harveyi JMH597 AI-2 luminescence/OD600 ratio, 9 h; active compounds read low; strain lacks LuxN and CqsS sensors; 0 = neutral-control median; activity change, % at 7.5 µM; AID 2094; 300,000 compounds, 0.4% hits; in the data active = activity change below about -75%, passing the limit was not always enough; inconclusive = no clear call, values can overlap the other calls;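 note: luminescence divided by OD600 gain over 9 h not by final OD600 alone; inactives centre near 13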
HSF1 inhib: HSF1 inhibition | NIH3T3-HGL HSE-luciferase, MG132-induced, luminescence 8 h; active compounds read low | AID 2098 | activity change, negative = inhibition, % at 7.5 µM (by protocol) | 300,000 compounds, 0.77% hits;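 active = more than half of replicate wells show activity change below -50%, luminescence cut by over half; inconclusive = some wells, but at most half, below -50%; inactive = no replicate well below -50%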;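 note: luciferase reports HSF-1 transcriptional activity via heat shock element; 0% = median of DMSO wells and -100% = zero luminescence signal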
GSK3B inh: inhibitors of human GSK3beta kinase; P49841; GST-GSK3beta kinase, ADP-Glo luminescence, 60 min; active compounds read low; activity score (negative = inhibition), % at 10 µM; 300,000 compounds, 0.038% hits;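 active = more than half of replicate wells score below -50%, meaning over 50% inhibition versus plate controls; inconclusive = some replicates but at most half score below -50%; inactive = no replicate scores below -50%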;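 note: 0% = median DMSO wells and -100% = median GW8510 positive control wells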
Target sequence (P49841 whole entry, looked up): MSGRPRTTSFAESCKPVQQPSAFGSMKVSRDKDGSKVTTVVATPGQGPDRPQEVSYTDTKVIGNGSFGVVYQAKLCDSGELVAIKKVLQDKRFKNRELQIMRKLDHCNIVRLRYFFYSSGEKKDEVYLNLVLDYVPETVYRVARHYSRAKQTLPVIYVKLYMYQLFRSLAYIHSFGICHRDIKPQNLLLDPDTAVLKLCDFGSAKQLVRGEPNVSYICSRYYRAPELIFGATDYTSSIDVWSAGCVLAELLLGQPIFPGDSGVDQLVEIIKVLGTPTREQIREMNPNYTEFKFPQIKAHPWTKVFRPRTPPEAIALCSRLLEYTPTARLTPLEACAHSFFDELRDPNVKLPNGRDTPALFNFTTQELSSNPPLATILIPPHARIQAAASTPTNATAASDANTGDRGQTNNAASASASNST
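Test system: GST-tagged human GSK3beta kinase, cell-free; evaluation: activity score scaled between in-plate DMSO and GW8510 controls; measured by: ADP-Glo luminescence; incubation: 60 min reaction, RT; benchmarks: DMSO and 20 µM GW8510; reagent: peptide substrate plus 25 µM ATP (final); medium: Tris/MgCl2 kinase buffer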
HSP90 inh: blocks HSP90-mediated luciferase refolding in reticulocyte lysate; Rabbit reticulocyte lysate, luciferase refolding luminescence, 3 h; inhibition, % at 5.6 µM; 290,000 compounds, 0.91% hits;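 active = inhibition above the screen-wide mean plus 3 SD, computed separately per campaign, cut at about 16% in these data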;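 note: 0% = DMSO wells and 100% = 60 µM geldanamycin wells; inhibitors lower the luminescence because luciferase stays unfolded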
IEC-6 tox: kills IEC-6 intestinal cells in KLF5 counter-screen. IEC-6 cytotoxicity, luminescence viability. inhibition, % at 5 µM. 290,000 compounds, 0.78% hits; in the data active = inhibition above about 22%;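 note: 0% = plate median of test compound wells and 100% = cytotoxic reference compound wells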
GSK3A inh: blocks human GSK-3 alpha kinase. P49840. ADP-Glo luminescence, 60 min. inhibition, % at 10 µM. 320,000 compounds, 0.1% hits. AID 2650;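 in the data active = inhibition above about 50%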;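 note: GST-tagged GSK-3 alpha with peptide substrate and 25 µM ATP; 0% = DMSO neutral wells and 100% = GW8510 positive control wells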
Target sequence (P49840 whole entry, looked up): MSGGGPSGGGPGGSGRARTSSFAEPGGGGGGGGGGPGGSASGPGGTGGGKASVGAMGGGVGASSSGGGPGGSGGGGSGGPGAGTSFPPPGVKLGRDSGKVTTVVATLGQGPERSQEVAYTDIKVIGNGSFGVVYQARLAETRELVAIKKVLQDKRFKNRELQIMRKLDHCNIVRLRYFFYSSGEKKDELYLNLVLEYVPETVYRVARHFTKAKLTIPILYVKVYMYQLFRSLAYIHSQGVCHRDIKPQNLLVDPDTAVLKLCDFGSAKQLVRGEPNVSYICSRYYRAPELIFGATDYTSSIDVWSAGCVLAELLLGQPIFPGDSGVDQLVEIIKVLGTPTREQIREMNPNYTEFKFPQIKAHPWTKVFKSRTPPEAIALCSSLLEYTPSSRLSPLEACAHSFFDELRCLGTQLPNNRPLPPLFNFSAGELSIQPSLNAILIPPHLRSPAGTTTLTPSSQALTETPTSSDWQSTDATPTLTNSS
aSyn 5UTR inh: MLPCN primary screen, SNCA 5' untranslated region; 300,000 compounds, 0.82% hits; alpha-synuclein 5'UTR reporter, inhibitor activity; inhibition, % (tested at 7.5 µM); in the data active = inhibition above about 60%; inconclusive = no clear call, values can overlap the other calls;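 note: H4 neuroglioblastoma cells stably carrying SNCA 5'UTR luciferase fusion; 0% = DMSO wells and 100% = positive control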
Starred values were filed as active, the others as inactive; ? = inconclusive; . = not tested or not shown. Compounds as they come; any-hit rate near 4.7%.

SMILES	HSF1 activator	HIF act	KLF5 inh	AI-2 QS mod	HSF1 inhib	GSK3B inh	HSP90 inh	IEC-6 tox	GSK3A inh	aSyn 5UTR inh
O=S1(=O)C=CC(N2CCOCC2)C1 (centres undefined)	-3	-0.2	-16	12	-1	2	4	1	0	26
O=C1C(Cc2ccccc2O)NC(=S)N1c1ccccc1 (centres undefined)	-14	0.0	-28	12	2	-3	4	3	-1	-3
CCOC(=O)c1cc(-c2ccc(OC)cc2)n[nH]1	-12	3.4	-99	37	-8	-2	-5	-2	-16	-73
Cc1cccc(OCC(=O)Nc2sc3c(c2C#N)CCC3)c1	2	1.4	-25	11	18	3	-3	0	0	-100
NC(=O)c1ccccc1Nc1nc(NCCO)nc(N2CCCC2)n1	7	0.2	.	6	-4	1	.	.	-3	6
COc1ccc(C2(CNC(=O)c3ccc(C)cc3)CCOCC2)cc1	-3	-0.2	-25	8	7	-3	-1	-7	2	-8
COC(=O)c1c(N)n(CCCN2CCOCC2)c2nc3ccccc3nc12	0	0.1	-28	6	-2	3	-1	0	.	2
Cn1c(SCC(=O)Nc2ccccc2)nc(O)cc1=O	.	.	-1	21	.	-2	0	4	0	.
Cc1nnc(SC2CC(=O)N(c3ccccc3)C2=O)s1 (centres undefined)	-20	0.2	-35	24	-4	0	0	-2	-1	-6
CC1CCCCC1n1c(-c2cccnc2)n[nH]c1=S (centres undefined)	4	0.0	-7	9	11	1	1	0	-2	2
COc1ccccc1CN1CCNC(=O)C1CC(=O)N(C)CC1CCOCC1 (centres undefined)	4	-0.3	-1	34	-2	0	-7	-1	2	25
COc1ccc(Br)cc1CNc1ccc(S(N)(=O)=O)cc1	5	0.3	-15	29	9	-9	6	6	-2	23
COc1ccc(OC)c(NC(=O)C2C3CCC(O3)C2C(=O)O)c1 (centres undefined)	-27	0.0	-25	16	-12	4	2	1	-2	15
O=C(CSc1c[nH]c2ccccc12)NCc1ccc2c(c1)OCO2	-8	44*	-36	15	3	-2	2	-1	0	-16
O=C(COC(=O)C1CC(=O)N(c2ccccc2)C1)c1ccccc1 (centres undefined)	8	0.1	-19	22	8	2	0	0	0	-3
CCOc1ccccc1C1C(C(N)=O)=C(C)Nc2nc(-c3ccc(OC)cc3)nn21 (centres undefined)	0	0.5	0	23	-3	2	-1	-2	0	11
CCCn1c(SCC(=O)N2CCN(c3ccc(OC)cc3)CC2)nc2c1c(=O)n(C)c(=O)n2C	-2	0.1	25	2	-2	3	4	2	-1	20
COc1ccccc1OCC(=O)Nc1ccc(-c2nnc(-c3ccco3)o2)cc1	24	0.2	-8	15	9	0	-2	-4	-1	-33
Cc1nc2ccccn2c1-c1ccnc(SCc2ccc(Cl)cc2)n1	-9	0.0	5	11	-12	-4	2	2	0	-27
CCC(C(=O)Nc1cc(Cl)ccc1OC)c1ccccc1 (centres undefined)	32	-0.2	-8	46	5	-2	1	-4	.	-5
O=S1(=O)CC/C(=N/Nc2ccc(C(F)(F)F)cn2)c2cc(F)ccc21	-8	-0.1	11	-1	2	-4	0	7	4	19
Cc1ccc(N(C)C(=O)c2cc(S(=O)(=O)N3CCCC3)cn2C)cc1	-8	0.3	-23	3	-10	-3	-2	-6	1	6
CCN1CCCC1CNC(=O)CS(=O)(=O)Cc1nc(-c2ccccc2C)oc1C (centres undefined)	-8	-0.1	-19	-9	-1	0	0	4	-1	-3
Cc1cccc(N(CC(=O)N2CCN(c3ccc(F)cc3)CC2)S(C)(=O)=O)c1C	16	0.2	-17	15	1	-1	3	-3	-1	13
Cc1ccc(OCCCC(=O)Nc2ccc(S(=O)(=O)Nc3cc(C)nc(C)n3)cc2)cc1	12	-0.1	1	25	4	2	2	0	0	-24
COc1ccc(NC(=O)Nc2cc(C(C)(C)C)on2)cc1OC	-1	0.1	-30	18	0	0	-4	-3	5	2
COc1cccc(OC)c1C(=O)Nc1nnc(-c2ccc(F)cc2)s1	8	-12	-31	22	14	-5	1	8	.	-44
Cn1c(CN2CCCC2)nc2cc(NC(=O)c3ccc(Cl)cc3)ccc21	22	3.2	-85	-4	19	2	-3	6	-1	-63
O=C(NC(Cc1ccccc1)C(=O)O)/C(=C\c1ccc(F)cc1)NC(=O)c1ccco1 (centres undefined)	25	-0.3	-11	9	4	1	-6	-2	-2	0
Cn1c(-c2ccccc2)cnc1SCC(=O)N1CCCc2ccccc21	67*	0.5	-15	-2	17	1	1	-8	-2	13
Cc1ccc(C(=O)OCCc2sc[n+](Cc3ccccc3)c2C)cc1	2	-0.5	0	8	-7	-5	-1	0	12	-21
COc1ccc(NC(=O)CCCn2c(=O)[nH]c3ccccc3c2=O)cc1	12	0.0	10	12	1	-3	5	2	0	-4
COc1ccc(-n2c(-c3cnccn3)n[nH]c2=S)cc1	-3	-0.4	-2	11	-1	-2	-1	2	0	10
Nc1nc(SCc2ccccc2)c2[nH]cnc2n1	12	0.7	-25	15	2	-2	0	4	3	-3
CC1(C)CCc2nc(SCc3ccccc3)c(C#N)cc2C1	2	0.2	-20	3	-4	-2	7	-4	2	0
Cc1ccccc1Nc1nc(Cl)c(C=O)s1	8	1.1	4	15	8	1	-1	-16	-1	-53
Cn1nnnc1SCCOc1ccc(C#N)cc1	14	0.1	-29	15	15	0	1	2	0	-9
Cc1cc(C)n(CCCNC(=O)c2cc(COc3ccc(C)c(C)c3)on2)n1	9	0.5	-22	35	-6	2	-4	-1	-1	12
COc1cc(/C=C2/C(=O)NN(c3ccc(F)cc3)C2=O)cc(Cl)c1O	3	-2.1	-21	34	-1	-3	-1	-5	2	-3
O=C(O)c1ccc(Cl)c(S(=O)(=O)NC(Cc2c[nH]c3ccccc23)C(=O)O)c1 (centres undefined)	-4	-1.3	-15	7	-1	3	2	-7	-5	7
CCOC(=O)C(=O)Nc1ccccc1C(=O)OCC	-15	0.0	-26	8	-2	2	0	0	4	17
O=C(/C=C/c1ccc(Cl)cc1)Nc1nccs1	63*	1.9	-110	4	38	2	1	2	.	-38
CC(=O)Nc1ccccc1OCc1nnc(-c2cccs2)o1	-8	-0.3	-5	.	2	.	-3	-4	-1	-24
O=C(c1ccco1)N1CCN(S(=O)(=O)c2ccccc2[N+](=O)[O-])CC1	-13	-0.1	-27	14	-8	-2	-1	-8	0	-18
CNC(=O)c1c(NC(=O)c2ccc(S(=O)(=O)N3CCCC3)cc2)sc2c1CCN(C(C)C)C2	5	-0.7	-20	-3	-5	-1	3	1	2	8
CC1CC1c1ccc(/C=C(\C#N)C(=O)Nc2ccc(Cl)cc2)o1 (centres undefined)	48	-7.2	-115	3	8	-4	-2	5	-2	-328
CCC(CC)C(=O)Nc1cccc(C(=O)Nc2ccc(OC)cc2[N+](=O)[O-])c1	-18	-1.2	-2	6	-18	4	-1	2	-3	21
COc1ccc(Cl)cc1N(CC(=O)N(C)C)S(=O)(=O)c1ccc(C)c([N+](=O)[O-])c1	18	-0.8	-18	4	5	5	0	4	0	28
COc1ccc(NC(C)=O)cc1S(=O)(=O)N1CCc2ccccc21	3	-0.5	2	12	0	10	1	5	-1	20
O=C(Cc1ccccc1)Nc1scc(-c2ccccc2)c1C(=O)N1CCOCC1	7	-0.4	18	28	-4	-3	-6	-3	-3	18
COC(=O)c1cc(S(=O)(=O)NCc2ccc(S(N)(=O)=O)cc2)oc1C	0	0.0	-14	-17	-7	-8	4	1	3	-3
Nc1nc2nc(-c3ccc(Cl)cc3)cc(C(F)(F)F)n2n1	4	-0.2	1	18	5	2	2	8	-3	1
CC1=C(C(=O)OC(C)C)C(c2cccs2)C(C(=O)OC(C)C)=C(C)N1	-1	-0.9	3	0	9	2	-2	-5	-2	29
COc1ccc(/C=C2\CN(Cc3ccccc3)C/C(=C\c3ccc(OC)c(O)c3)C2=O)cc1O	91*	-5.4	25	22	84	1	18*	33*	0	107*
C(=N\NC1=Nc2cccc3cccc1c23)/c1ccccn1	-73	7.2	-226	27	-71*	2	-4	11	.	-42
COC(=O)CCC(=O)OC1(C)C(=O)C=C2C=C(C3CC3)N(C(CO)CO)C=C2C1=O (centres undefined)	-1	0.4	.	37	-7	2	.	.	-1	9
CC(C)OC1(c2ccccc2)OC(=O)c2ccccc21 (centres undefined)	-14	-0.7	-3	6	-3	-6	7	7	-1	-35
CN(C)C1(CNC(=O)C2CCN(S(=O)(=O)c3ccccc3C(F)(F)F)CC2)CCCCC1	-7	0.5	-16	21	-7	-4	-1	-4	0	2
Nc1ncc2c(n1)-c1ccoc1CC2	-14	0.1	-8	10	4	2	0	2	8	4
Cc1cccc(OCc2nnc(SCC(=O)N3c4ccccc4Sc4ccc(Cl)cc43)o2)c1	34	-0.2	-1	26	12	1	0	-4	1	18

(next part)
SMILES	HSF1 activator	HIF act	KLF5 inh	AI-2 QS mod	HSF1 inhib	GSK3B inh	HSP90 inh	IEC-6 tox	GSK3A inh	aSyn 5UTR inh
CSCCC(NC(=O)COc1ccccc1)C(=O)OCc1ccc([N+](=O)[O-])cc1 (centres undefined)	-7	-7.1	.	21	3	0	.	.	-1	5
Cc1cc(-c2nnc(CCC(=O)N(C)Cc3cccc4ccccc34)o2)no1	64*	1.7	-44	18	42	-2	3	8	4	1
Cc1ccccc1NC(=O)c1ccc(S(=O)(=O)N2CCCC2)cc1	2	0.1	-16	19	1	1	-5	-4	-3	5
CC1(C)CC(NC(=O)CCc2ccccc2)CC(C)(C)N1	-20	-0.1	-12	-7	1	1	5	0	-1	-4
CC(=O)N(C)c1ccc(NC(=O)c2ccccc2C(=O)O)cc1	8	0.0	-40	24	-13	2	2	2	-3	-3
CC1CC(NC(=O)/C=C/C(=O)O)CC(C)(C)C1 (centres undefined)	-1	-0.1	0	22	1	10	1	-1	-2	-9
Nc1nnc2c(C(F)(F)F)nc3ccccc3n12	-3	0.5	-26	7	-7	-1	4	-6	0	21
CCOC(=O)C1CCCN(S(=O)(=O)c2ccc(Br)s2)C1 (centres undefined)	7	0.6	-1	?	6	-1	-2	4	2	12
Cc1csc(NC(=O)CCc2ccc(S(=O)(=O)N3CCOCC3)cc2)n1	8	-0.2	-26	3	-3	1	2	10	-1	0
CCNC(=O)COC(=O)/C=C/c1cccs1	3	0.8	-8	20	-7	-1	-1	1	0	4
CCN1C(=O)N(CC)c2cccc3cccc1c23	5	-0.4	-47	14	-4	-2	-5	-3	0	23
COc1cc(CCC(=O)Nc2ccc(S(=O)(=O)NC3=NCCCCC3)cc2)cc(OC)c1OC	13	-0.7	-16	24	5	2	1	-1	0	13
COc1ccc(C)cc1NC(=S)NNC(=O)c1ccccc1Cl	.	.	-30	.	.	.	1	4	-5	.
